Assay outcomes as filed in PubChem BioAssay.
D1 allo mod: D1 dopamine receptor (human) allosteric modulation | HEK293 D1, CRE-luciferase, dopamine EC30 potentiation; actives deviate in either direction | B-score at 10 µM | 5.9% of 58,000 active;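 active = luminescence count or its row- and column-corrected plate score outside the 99.7% band of the plate's sample wells, on either side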
Target sequence (P21728 whole entry, looked up): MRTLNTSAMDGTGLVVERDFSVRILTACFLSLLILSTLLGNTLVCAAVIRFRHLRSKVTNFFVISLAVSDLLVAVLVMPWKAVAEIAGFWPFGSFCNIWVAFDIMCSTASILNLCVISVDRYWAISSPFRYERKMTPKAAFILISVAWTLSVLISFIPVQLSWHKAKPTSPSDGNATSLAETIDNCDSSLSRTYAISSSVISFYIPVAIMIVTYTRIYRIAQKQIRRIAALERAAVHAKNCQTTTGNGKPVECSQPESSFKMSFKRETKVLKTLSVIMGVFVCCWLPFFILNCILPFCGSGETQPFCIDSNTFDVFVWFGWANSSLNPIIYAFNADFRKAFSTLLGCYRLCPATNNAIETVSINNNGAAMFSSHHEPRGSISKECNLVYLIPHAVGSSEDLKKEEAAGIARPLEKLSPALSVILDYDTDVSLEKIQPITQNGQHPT
Hsp90 block: displaces geldanamycin probe from tumor Hsp90. P07900. NCI-N417 lysate Hsp90, Cy3B-geldanamycin FP displacement. inhibition, % at 30 µM. 0.35% of 64,000 active;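 active = inhibition above 50%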;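 also: 0% = tracer plus lysate wells and 100% = tracer alone without lysate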
CatB block: blocks human cathepsin B protease activity; P07858; purified cathepsin B, fluorogenic substrate, fluorescence; inhibition, %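 (tested at 10 µM)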; 0.1% of 63,000 active; AID 453; in the data active = inhibition above about 21%;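 also: 0% = enzyme with no compound and 100% = no enzyme blank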
Ecoli tolC: E. coli tolC mutant growth inhibition; E. coli BW25113 tolC mutant growth, OD615; growth inhibition, % at 10 µM (by protocol); 2.2% of 65,000 active;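 active = growth inhibition at or above a cutoff equal to the mean over every tested compound plus 3 SD, cut at about 60% in these data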;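 also: growth measured after 20 h incubation at 37 °C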
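Test system: tolC-deleted E. coli BW25113; medium: LB with kanamycin 50 µg/mL; compound: single-point testing at 10 µM; incubation: 20 h compound exposure of bacteria at 37 °C; signal: OD at 615 nm; evaluation: growth inhibition in percent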
E coli RNAP: Escherichia coli RNA polymerase inhibition. E. coli RNA polymerase, fluorescence transcription assay. inhibition, %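 (tested at 10 µM)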. P0A8V2. 0.2% of 62,000 active; in the data active = inhibition above about 20%;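 also: 0% = enzyme without compound and 100% = no enzyme blank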
DUSP1 inh: human dual specificity phosphatase 1 inhibition. recombinant MKP-1, OMFP hydrolysis fluorescence. inhibition, %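 (compounds tested at a single concentration somewhere between 10 and 100 µM)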. 0.15% of 65,000 active;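 active = inhibition above about 50%, limit read from the data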;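 also: 0% = DMSO max control wells and 100% = wells with enzyme stopped by NaOH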
CatB mixtures: human cathepsin B inhibition by mixtures. Purified cathepsin B, AMC dipeptide fluorescence, compound mixtures. 0.06% of 62,000 active. P07858. inhibition, %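 (ten-compound pools at 5 µM per compound and 50 µM total)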. AID 488; in the data active = inhibition above about 22%, passing the limit was not always enough;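 also: 0% = enzyme without compound and 100% = no enzyme blank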
Cdc25B inh: human M-phase inducer phosphatase 2 inhibition | P30305 | recombinant Cdc25B, OMFP fluorescence Ex485/Em525 | inhibition, %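 (compounds tested at 10 µM final in the well)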 | 0.1% of 65,000 active; in the data active = inhibition above about 50%
Target sequence (P30305 whole entry, looked up): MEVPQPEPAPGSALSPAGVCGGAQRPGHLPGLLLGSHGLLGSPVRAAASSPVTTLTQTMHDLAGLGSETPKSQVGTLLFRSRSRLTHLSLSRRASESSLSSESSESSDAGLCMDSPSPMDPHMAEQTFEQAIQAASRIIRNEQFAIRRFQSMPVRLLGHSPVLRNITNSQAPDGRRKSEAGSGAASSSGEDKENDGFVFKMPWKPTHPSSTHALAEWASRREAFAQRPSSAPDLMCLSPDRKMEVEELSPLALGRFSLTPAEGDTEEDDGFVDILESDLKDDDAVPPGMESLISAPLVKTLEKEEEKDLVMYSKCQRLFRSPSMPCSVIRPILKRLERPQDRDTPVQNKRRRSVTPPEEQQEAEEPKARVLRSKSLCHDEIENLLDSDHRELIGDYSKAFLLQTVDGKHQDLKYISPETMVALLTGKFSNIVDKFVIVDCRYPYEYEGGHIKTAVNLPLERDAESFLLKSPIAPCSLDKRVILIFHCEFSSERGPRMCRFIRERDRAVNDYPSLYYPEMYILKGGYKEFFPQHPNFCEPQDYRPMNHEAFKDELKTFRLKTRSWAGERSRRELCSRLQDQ
AP complement: alternative pathway complement inhibition, orthogonal assay; Human serum alternative complement pathway, LPS-coated ELISA, C3 deposition; tested in compound mixtures; inhibition, % at 5 µM; 0.08% of 62,000 active; AID 1235;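 active = inhibition above 30% in each of the two pooled mixtures holding the compound, so the lower value exceeds 30%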;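 also: 0% = serum in Mg-EGTA without compound and 100% = EDTA serum blank; some compounds past the cut are filed as inactive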
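Test system: human serum alternative complement pathway, C3 deposition on LPS-coated wells; also added: Plate-bound LPS; doses: 5 µM per compound in ten-compound mixtures; schedule: 1 h at 37 °C; detection: Anti-C3 ELISA, OD 450 nm; evaluation: percent inhibition of C3 deposition onto LPS; repeats: two pool placements per compound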
An asterisk follows results filed as active; x = no result given.

SMILES	D1 allo mod	Hsp90 block	CatB block	Ecoli tolC	E coli RNAP	DUSP1 inh	CatB mixtures	Cdc25B inh	AP complement
COc1ccc(CCn2c(N3CCN(Cc4ccccc4)CC3)nc3c2c(=O)[nH]c(=O)n3C)cc1	-0.35	-5	1	-7	x	6	0	5	1
Cc1ccc(N2C(=O)C3C(C2=O)C2C=CC3C23CC3)cc1 (stereo not drawn)	-1.1	-1	2	-6	6	5	1	6	1
CC(c1nnc(SCC(=O)Nc2sccc2C#N)n1-c1ccc(Cl)cc1)N(C)C (stereo not drawn)	0.84	-8	-6	12	12	19	6	-6	11
Cc1cc(N)n2ncc(-c3ccccc3)c2n1	1.5	-4	1	-9	1	9	5	-7	11
O=C(Nc1ccc(Cl)cc1)N1CCSCC1	-0.061	-4	4	-10	2	-7	3	-6	-5
Cc1nc2sc(C(c3ccccc3)N3CCOCC3)c(O)n2n1 (stereo not drawn)	0.15	3	x	-16	x	3	x	2	x
Cc1nc(N2CCN(Cc3ccccc3)CC2)c(C#N)c2c1COC(C)(C)C2	x	0	-3	11	x	-11	x	5	x
CCOc1ccc(N(CC(=O)NC2CCCC(C)C2C)S(=O)(=O)c2c(C)noc2C)cc1 (stereo not drawn)	-0.76	-2	-1	-1	-9	3	2	-7	9
COc1ccc(S(=O)(=O)Nc2nnc(C(C)C)s2)cc1	-0.16	-1	-1	10	0	-6	3	-13	18
Cc1ccc2oc(-c3ccc(NC(=O)c4ccc5c(c4)OCO5)cc3)nc2c1	x	-24	2	-10	4	13	3	-9	9
CCN(CC)S(=O)(=O)c1ccc(OCC(=O)NCc2ccccc2)cc1	-0.0042	0	0	4	1	3	1	-1	2
CCOC(=O)COc1ccc2cc(C(=O)OCC)c(=O)oc2c1	0.33	-2	0	-17	-6	-1	0	-8	26
O=C(NCN1CCN(c2ccccn2)CC1)c1cnccn1	0.72	-2	7	0	7	4	4	-10	-1
CSC1=NCCN1C(=O)C(C)Oc1ccccc1 (stereo not drawn)	x	-1	1	-19	0	10	-4	-6	-2
Cc1ccc(C(=O)CSc2ncn[nH]2)cc1	0.23	-2	2	4	7	0	1	-4	-11
COc1ccc(OC)c(-n2nnnc2SCC(=O)Nc2ccc(C(=O)N3CCCCC3)cc2)c1	-0.63	-2	0	18	-8	-2	0	-24	2
Cc1nc(N)sc1-c1nnc(SCC(=O)Nc2nccs2)n1C	-0.43	2	5	0	1	-5	1	-4	8
O=C1CSC(c2cn(-c3ccccc3)nc2-c2cccs2)N1CC1CCCO1 (stereo not drawn)	-0.038	-4	0	14	11	17	6	-13	16
O=C(CN1C(=O)C2C3C=CC(C3)C2C1=O)Nc1ccc2c(c1)OCCO2 (stereo not drawn)	0.0011	-3	6	-15	11	-8	3	-1	-3
CCOC(=O)CNC(=O)CN1C(=O)CCS(=O)(=O)c2ccccc21	x	1	10	-3	4	6	8	0	0

Random excerpt: 4 compounds from above.
SMILES	D1 allo mod	Hsp90 block	CatB block	Ecoli tolC	E coli RNAP	DUSP1 inh	CatB mixtures	Cdc25B inh	AP complement
O=C(CN1C(=O)C2C3C=CC(C3)C2C1=O)Nc1ccc2c(c1)OCCO2 (stereo not drawn)	0.0011	-3	6	-15	11	-8	3	-1	-3
O=C(Nc1ccc(Cl)cc1)N1CCSCC1	-0.061	-4	4	-10	2	-7	3	-6	-5
COc1ccc(S(=O)(=O)Nc2nnc(C(C)C)s2)cc1	-0.16	-1	-1	10	0	-6	3	-13	18
CSC1=NCCN1C(=O)C(C)Oc1ccccc1 (stereo not drawn)	x	-1	1	-19	0	10	-4	-6	-2

Continuation.
SMILES	D1 allo mod	Hsp90 block	CatB block	Ecoli tolC	E coli RNAP	DUSP1 inh	CatB mixtures	Cdc25B inh	AP complement
COc1cc(NC(=O)c2ccccc2Cl)c(OC)cc1NC(=O)CN1CCOCC1	0.015	-2	6	-15	12	-19	2	1	-1
COc1cc(CNC2CCCC2)cc(OC)c1	x	2	-2	-25	14	7	8	-3	7
COc1ccc(-c2ccc(=O)n(CC(=O)NCc3ccco3)n2)cc1	2.3	-1	-2	-24	3	11	9	18	19
COc1ccc2c(c1)c(=O)oc1cc(OCC(=O)N3CCCC(C)C3)ccc12 (stereo not drawn)	0.58	0	-3	24	-11	21	-6	2	-1
COc1ccc(S(=O)(=O)NCc2csc(C)n2)cc1	0.0038	-2	10	-14	5	1	0	-10	-4
Cn1nnnc1NCc1c(F)cccc1Cl	-0.61	-3	4	-5	8	-10	6	-2	16
CC1=C(C(=O)NCc2ccccc2)C(c2ccc(C)o2)n2ncnc2N1 (stereo not drawn)	-0.8	-3	-4	-5	4	-20	0	8	-4
COc1ccc(Nc2ncnc3c2cnn3-c2cccc(C)c2)cc1OC	-0.73	-2	11	-11	0	3	2	-2	16
CCN(CC)c1ccc(NC(=O)c2ccco2)cc1	-3*	0	5	11	5	-3	4	-4	1
CC1CN(C(=O)c2scc3c2OCCO3)CC(C)O1 (stereo not drawn)	0.075	-3	2	1	7	3	-9	-6	3
NC(=O)C1CCN(c2nc(C3CC3)nc3c2nnn3Cc2ccccc2Cl)CC1	x	x	-4	24	4	8	4	-5	3
CCCn1c(SCC(=O)NCC2CCCO2)nc2c1c(=O)n(C)c(=O)n2C (stereo not drawn)	0.55	-1	0	-20	8	2	-4	-13	4
CCN1CC2=C(OC(N)=C(C#N)C2c2cccs2)/C(=C/c2cccs2)C1 (stereo not drawn)	-2.7*	-13	-1	2	-1	19	4	-5	18
Cc1cc(C)n2nc(SCC(=O)N(C)Cc3ccccc3)nc2n1	x	1	2	-3	6	-6	37	2	-8
COc1cccc2c(=O)c3c(cnn3C)n(C)c12	0.39	-3	-5	34	-32	12	-6	-14	0
O=C(c1cc2sccc2n1Cc1ccccc1)N1CCc2ccccc21	x	-11	0	22	5	0	-1	0	4
CS(=O)(=O)Nc1ccc(C(=O)Nc2ccccc2C(=O)N2CCCC2)cc1	-0.0069	-5	0	-18	-9	-7	-5	-3	-12
CC(C)(C)C(=O)c1sc(Nc2ccccc2)nc1N	12*	-2	-1	58	6	85*	-1	-13	-8
COc1ccccc1N1CCN(C(=O)c2cc(-c3ccc4c(c3)OCO4)on2)CC1	-0.042	-1	3	-8	13	24	5	-8	24
CCCCCCc1nc2c(=O)[nH]c3ccccc3c2o1	1.9	1	2	-18	3	-11	3	3	1
CCOC(=O)C(Cc1ccccc1)NS(=O)(=O)c1ccc(NC(C)=O)cc1 (stereo not drawn)	-0.57	-1	4	-4	6	-10	-2	-11	10
CCC(=O)N1CCc2cc(Br)cc(S(=O)(=O)NCCN3CCCCC3CC)c21 (stereo not drawn)	-1.3	x	1	0	0	6	1	1	14
COCCNC(=O)CSc1nc2cc(OC)c(OC)cc2c(=O)n1Cc1ccco1	-1.8	0	1	-6	0	3	3	-2	16
COc1ccc(OC)c(NC(=O)C2CCN(S(=O)(=O)c3c(C)noc3C)CC2)c1	-0.82	0	-2	-8	8	-8	1	13	20
CCCCOc1ccc(-c2nnc(-c3ccncc3)o2)cc1	-0.042	0	1	-22	9	27	0	-11	2
COc1ccc(-c2nnc(NC(=O)c3ccc(S(=O)(=O)N4COCC4(C)C)cc3)o2)cc1	-0.84	1	4	100*	4	24	-1	3	6
Cc1nn(C(=O)c2cccs2)c(C)c1CN1C(=O)c2ccccc2C1=O	0.59	-1	-5	-3	6	-2	1	-5	1
O=C(C1CCCN1S(=O)(=O)c1ccc(Cl)c(Cl)c1)N1CCCCC1 (stereo not drawn)	1.3	3	1	10	5	9	3	10	11
CCNc1nc(SCC(=O)OC)nc(N2CCOCC2)n1	6.4*	x	-1	1	5	4	0	-7	6
COc1ccc(S(=O)(=O)N(CC(=O)NCC2CCCO2)c2ccccc2)cc1OC (stereo not drawn)	-0.16	0	2	-7	-1	-1	-1	5	19
Cc1cc(C2C(C#N)=C(N)SC(N)=C2C#N)c(C)s1	-0.12	-37	2	30	8	-8	4	-11	0
CS(=O)(=O)N(CC(=O)NCCSCc1cccc(Cl)c1)c1ccc2c(c1)OCO2	-0.55	-4	1	4	-2	6	-1	-5	-5
COC(=O)CCC(=O)Nc1ccccc1C(N)=O	-0.25	-3	x	-7	x	12	x	5	20
Cc1cccc(CN2CCN(C(=O)c3ccccc3F)CC2)c1	-1.5	-4	0	0	1	28	-2	-12	12
c1ccc2c(c1)[nH]c1c(N3CCCC3)ncnc12	-0.97	-9	1	45	7	-15	-1	-20	25
Cc1cc(N2CCCCC2)n2nc(C)c(-c3ccccc3)c2n1	0.33	-5	2	33	5	-12	2	2	24
Cc1nn(Cc2ccccc2)c(C)c1NC(=O)c1cc(-c2cccs2)on1	-0.46	-1	3	18	1	-2	-3	-15	12
CSc1nnc(-c2ccccc2)o1	1.5	-3	x	-16	2	-9	3	-5	-9
CCn1c(SCC(N)=O)nnc1-c1ccc2[nH]c(C)c(C)c2c1	-0.021	-5	2	5	10	3	1	-6	-7
Cn1c(=O)c2c(nc(NCCCO)n2Cc2cccc(C(F)(F)F)c2)n(C)c1=O	x	-2	0	-2	-16	-20	x	-24	x

6 compounds already listed, arranged by their value in DUSP1 inh, largest number first.
SMILES,D1 allo mod,CatB block,E coli RNAP,DUSP1 inh,CatB mixtures,Cdc25B inh,AP complement
COC(=O)CCC(=O)Nc1ccccc1C(N)=O,-0.25,x,x,12,x,5,20
COc1ccc(S(=O)(=O)N(CC(=O)NCC2CCCO2)c2ccccc2)cc1OC (stereo not drawn),-0.16,2,-1,-1,-1,5,19
Cc1nn(Cc2ccccc2)c(C)c1NC(=O)c1cc(-c2cccs2)on1,-0.46,3,1,-2,-3,-15,12
COc1ccc(OC)c(NC(=O)C2CCN(S(=O)(=O)c3c(C)noc3C)CC2)c1,-0.82,-2,8,-8,1,13,20
CSc1nnc(-c2ccccc2)o1,1.5,x,2,-9,3,-5,-9
c1ccc2c(c1)[nH]c1c(N3CCCC3)ncnc12,-0.97,1,7,-15,-1,-20,25

Next section:
SMILES	D1 allo mod	Hsp90 block	CatB block	Ecoli tolC	E coli RNAP	DUSP1 inh	CatB mixtures	Cdc25B inh	AP complement
Cc1cccc(N(C)C(=O)c2cc3cc4ccc(C)cc4nc3o2)c1	3.4	0	3	96*	6	4	-8	9	2
COc1cccc(N(C(=O)CNC(=O)c2ccco2)C(C(=O)NC2CCCC2)c2ccncc2)c1 (stereo not drawn)	x	0	3	0	-11	16	-3	1	-2
COC(=O)c1nnn(CC(=O)Nc2cccc(Cl)c2C)c1C(=O)OC	-0.49	-8	1	-11	1	3	-1	-10	2
Cc1ccc(-c2noc(CN(C(=O)C34CC5CC(CC(C5)C3)C4)C(C)C)n2)cc1	-0.41	2	5	-3	3	3	8	-18	20
O=C(Nc1nnc(SCC(=O)N2CCCCC2)s1)c1cccs1	-0.17	-1	2	-6	-4	-28	1	-9	-27
CCc1nnc(SCC(=O)Nc2ccccc2)nc1CC	-0.13	-2	-1	6	4	-7	-1	-10	5
O=C(NCCc1ccncc1)Nc1ccccc1	-0.58	2	4	-13	6	0	-4	3	17
O=C(c1ccccc1)N1CC(COc2ccccc2)OC(c2cccnc2)O1 (stereo not drawn)	-0.8	-2	2	11	9	6	1	-29	-3
COc1ccccc1-c1c(C)c(C)nc(N)c1C#N	x	0	7	3	6	8	-1	-12	7
CC(=O)Oc1c2occc2cc2ccc(=O)oc12	x	11	-2	-2	15	15	-7	32	-8
COC(=O)CSc1nc2sc(C)c(C)c2c(=O)n1C	6.1*	-16	5	11	7	-11	3	3	-9
CCOC(=O)c1cc2c(ccn2C)n1Cc1ccccc1C	0.33	-1	2	69*	8	4	4	-10	9
O=C(Nc1cnccn1)c1cccc(C(F)(F)F)c1	0.89	-2	-3	-17	7	-6	0	5	0
c1ccc(Nc2cc(-c3ccccc3)nc3ncnn23)cc1	7.9*	0	5	4	6	2	1	-7	2
CCOc1cc2[nH]c(=O)n(CCc3ccc(OC)c(OC)c3)c(=O)c2cc1OCC	0.055	0	1	6	-1	19	-5	-23	-4
